EP2 mod: EP2 receptor (human) modulation | P43116 | EP2-expressing cells, cAMP HTRF FRET, PGE2 co-stimulation | induction, % at 25 µM | 260,000 tested, 0.83% active | AID 940;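 active means compounds whose cAMP rise, as percent of the full-agonist control response, exceeds 60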;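 further: rat C6 glioma line stably carrying human EP2 under a CMV promoter; the protocol text gives 20 µM as final concentration; 100% = response of wells given 1 µM PGE2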
NPY-Y2 PAM-ag: potentiates or activates human NPY-Y2 receptor | P49146 | AID 1359 | 220,000 tested, 0.45% active | activation, % at 3.6 µM | cells expressing NPY-Y2, potentiator/agonist read-out; in the data active means activation above about 27%;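 further: cells stimulated with NPY near EC25 plus isoproterenol at EC100; 0% = vehicle plus submaximal agonist and 100% = vehicle plus saturating agonist; some results beyond the cut were filed as inactive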
S1P4 antag: human S1P4 receptor antagonism | S1P4-expressing cells, antagonist mode, reporter read-out | inhibition, % at 4.98 µM | 220,000 tested, 0.26% active; in the data active means inhibition above about 29%;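 further: 0% = wells stimulated with agonist and 100% = vehicle wells without agonist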
NPY1 pot ag: potentiates or activates human NPY-Y1 receptor; P25929; NPY-Y1 expressing cells, potentiator/agonist activation; 220,000 tested, 0.37% active; AID 1304; activation, % at 3.6 µM; in the data active means activation above about 33%, passing the limit was not always enough;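 further: cells stimulated with NPY at EC10 then isoproterenol at EC100; 0% = low agonist plus stimulus and 100% = saturating agonist plus stimulus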
S1P4 agonist: activates the human S1P4 receptor; activation, % at 4.98 µM; O95977; 220,000 tested, 0.35% active; S1P4-expressing cell line, agonist reporter assay; in the data active means activation above about 11%;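 further: 0% = DMSO vehicle and 100% = reference agonist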
NPY Y1 blocker: NPY-Y1 (human) receptor antagonism; 200,000 tested, 1% active; HEK293-CNG Y1 cells, membrane potential fluorescence; NPY at EC95, then isoproterenol; AID 1040; inhibition, % at 3.6 µM;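 active means inhibition above the campaign mean inhibition of all tested compounds plus 3 SD, cut at about 20% in these data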;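 further: 0% = DMSO wells given NPY plus isoproterenol and 100% = isoproterenol alone without NPY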
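Assay system: HEK293 cells with Y1 receptor plus CNG channel | Probe or stimulus: NPY (25 nM), isoproterenol (1 µM), Ro 20-1724 (25 µM) | Timing: Compound incubation 1 h at room temperature, readout 45 min post-stimulation | Measured by: Membrane-potential fluorescent dye readout | Benchmarks: High control isoproterenol alone, low control NPY with isoproterenol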
PGE2 EP2 inh: blocks the human prostaglandin E2 receptor EP2. P43116. C6 glioma cells expressing human EP2, cAMP TR-FRET; cells stimulated with saturating PGE2. inhibition, % at 25 µM. 260,000 tested, 0.52% active;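 active means percent inhibition above 40 after rounding to a whole number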;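 further: rat C6 glioma host cells with rolipram phosphodiesterase inhibitor present; the protocol text gives 20 µM as final concentration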
eIF4E-4G inh: blocks eIF4E binding to eIF4G; P63073+Q04637; TR-FRET eIF4E-eIF4GI(517-606) binding, 2 h; inhibition, % at 21.7 µM; 220,000 tested, 0.37% active; AID 782;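 active means inhibition above about 30%, limit read from the data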;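 further: 0% = full FRET control wells and 100% = background wells lacking eIF4GI fragment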
Target sequence (P63073 whole entry, looked up, the tested form may be a part): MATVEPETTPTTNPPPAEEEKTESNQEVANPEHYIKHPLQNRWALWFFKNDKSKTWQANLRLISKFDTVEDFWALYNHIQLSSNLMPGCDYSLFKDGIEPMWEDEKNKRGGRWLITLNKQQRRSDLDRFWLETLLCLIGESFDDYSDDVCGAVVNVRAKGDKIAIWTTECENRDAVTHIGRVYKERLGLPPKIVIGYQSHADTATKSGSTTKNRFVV
Target sequence (Q04637 whole entry, looked up, the tested form may be a part): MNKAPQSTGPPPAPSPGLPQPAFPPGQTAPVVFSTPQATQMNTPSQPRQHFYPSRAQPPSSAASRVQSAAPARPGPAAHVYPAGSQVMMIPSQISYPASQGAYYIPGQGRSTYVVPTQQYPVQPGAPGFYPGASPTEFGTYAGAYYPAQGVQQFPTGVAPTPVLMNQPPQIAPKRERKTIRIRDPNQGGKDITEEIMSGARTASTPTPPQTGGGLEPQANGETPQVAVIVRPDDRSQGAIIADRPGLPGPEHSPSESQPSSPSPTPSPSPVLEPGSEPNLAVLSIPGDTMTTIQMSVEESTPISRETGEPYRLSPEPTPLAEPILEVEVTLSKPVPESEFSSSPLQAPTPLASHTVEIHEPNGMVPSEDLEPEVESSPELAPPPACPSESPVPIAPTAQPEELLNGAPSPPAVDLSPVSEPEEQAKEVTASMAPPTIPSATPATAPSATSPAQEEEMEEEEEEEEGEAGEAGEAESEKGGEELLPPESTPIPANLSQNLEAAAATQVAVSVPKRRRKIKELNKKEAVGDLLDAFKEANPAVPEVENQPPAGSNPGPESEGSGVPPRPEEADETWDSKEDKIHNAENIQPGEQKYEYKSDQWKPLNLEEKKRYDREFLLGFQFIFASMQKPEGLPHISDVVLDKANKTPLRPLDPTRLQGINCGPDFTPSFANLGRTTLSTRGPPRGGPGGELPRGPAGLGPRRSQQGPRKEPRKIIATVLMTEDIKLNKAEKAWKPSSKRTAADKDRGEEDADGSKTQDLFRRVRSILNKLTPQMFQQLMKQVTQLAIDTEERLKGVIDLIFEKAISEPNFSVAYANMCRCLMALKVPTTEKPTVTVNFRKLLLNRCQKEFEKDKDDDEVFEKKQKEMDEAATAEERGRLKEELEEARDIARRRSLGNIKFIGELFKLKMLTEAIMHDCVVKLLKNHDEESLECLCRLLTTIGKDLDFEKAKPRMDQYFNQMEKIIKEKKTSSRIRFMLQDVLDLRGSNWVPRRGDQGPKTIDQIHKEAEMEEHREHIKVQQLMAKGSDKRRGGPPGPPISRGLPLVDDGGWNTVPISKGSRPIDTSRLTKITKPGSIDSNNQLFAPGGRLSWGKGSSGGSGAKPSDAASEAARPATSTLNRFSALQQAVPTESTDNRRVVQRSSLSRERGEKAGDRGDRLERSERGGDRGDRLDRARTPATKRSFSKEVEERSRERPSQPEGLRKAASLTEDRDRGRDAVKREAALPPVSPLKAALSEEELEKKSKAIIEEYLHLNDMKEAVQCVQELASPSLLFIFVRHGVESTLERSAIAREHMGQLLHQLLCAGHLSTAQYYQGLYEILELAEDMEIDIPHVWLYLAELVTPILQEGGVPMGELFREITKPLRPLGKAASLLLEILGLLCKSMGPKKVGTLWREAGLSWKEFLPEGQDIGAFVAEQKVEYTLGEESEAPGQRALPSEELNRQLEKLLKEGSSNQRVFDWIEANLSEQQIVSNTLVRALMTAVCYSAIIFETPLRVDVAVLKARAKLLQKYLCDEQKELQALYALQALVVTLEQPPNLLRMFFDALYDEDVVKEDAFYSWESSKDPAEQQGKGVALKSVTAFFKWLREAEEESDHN
p97 ATPase inh: human p97 ATPase inhibition; 220,000 tested, 0.42% active; recombinant p97 ATPase, Kinase-Glo ATP luminescence, 3 h; inhibition, % at 8 µM; AID 1481; P55072; in the data active means inhibition above about 15%;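 further: 0% = DMSO vehicle and 100% = wells lacking enzyme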
An asterisk follows results filed as active; nt = no result given; [ ] = another dose, or the depositor's remark.

Every second line gives: EP2 mod	NPY-Y2 PAM-ag	S1P4 antag	NPY1 pot ag	S1P4 agonist	NPY Y1 blocker	PGE2 EP2 inh	eIF4E-4G inh	p97 ATPase inh
1. Cc1nnc(SCc2ccccc2)[nH]c1=O
→ 30.4	9.2	-10.3	5.9	-0.3	1.0	5.1	-1.5	4.4
2. Cc1nc2cc(NCc3cc([N+](=O)[O-])ccc3O)ccc2n1Cc1ccccc1
→ -66.0	2.1	-14.6	3.0	1.0	-0.1	10.1	2.6	7.1
3. Clc1ccc(Nc2ncnc3c2cnn3-c2ccccc2)cc1
→ 13.6	10.4	-0.3	-2.1	1.9	3.4	11.3	1.3[fluorescence artefact?]	3.5
4. CS(=O)(=O)N(CC(=O)Nc1ccccc1C(=O)NCc1ccco1)c1ccc2c(c1)OCCO2
→ 13.8	5.0	12.4	-10.0	-3.8	-2.9	5.9	5.3	-1.4
5. CCC(Sc1nccn1C)C(=O)Nc1nnc(C)s1 (stereo not given)
→ 8.7	1.8	-6.0	-13.8	1.2	1.9	8.7	2.3	2.3
6. CCOC(=O)c1ccc(NC(=O)N2CCN(Cc3ccccc3)CC2)cc1
→ -33.7	2.4	-5.0	22.0	3.1	-7.0	5.3	1.3	4.0
7. COc1cccc(OCCn2ccnc2)c1
→ 26.6	-4.1	0.7	-44.6	0.1	2.7	7.1	0.7	0.6
8. Cc1cc(CN(C)C(=O)CC2C(=O)NCCN2Cc2ccc(F)c(F)c2)on1 (stereo not given)
→ -4.5	16.9	-11.0	10.6	3.4	5.2	8.0	1.1	6.0
9. O=S1(=O)CCN(Cc2ccccc2Cl)CC1
→ 19.4	1.6	-7.4	-0.7	0.6	-6.1	5.1	-3.7	0.0
10. O=C1NNC(c2ccccc2)=N/C1=C\c1ccccc1
→ 7.8	-24.6	4.4	-0.8	0.1	nt	11.2	10.8	9.4
11. O=C(Nc1cc(Sc2nc3ccccc3s2)cc([N+](=O)[O-])c1)c1ccccc1
→ -47.7	14.6	-7.5	-19.7	1.2	0.3	5.6	-5.4[fluorescence artefact?]	4.6
12. Cc1nnc(SCc2ccc(Cl)cc2)nc1/C=C/N(C)C
→ -7.0	-6.2	3.0	-24.1	1.6	-3.9	7.7	-0.3	7.2
13. CCCCSc1nc(N)c(C#N)c(-c2cccs2)c1C#N
→ nt	-3.6	-2.4	-3.0	3.7	5.2	21.4	nt	0.1
14. O=C1c2ccccc2C(=O)N1CCCCn1c(=O)oc2ccccc21
→ 27.4	-1.8	10.8	-7.2	-0.5	3.3	13.8	5.3	3.3
15. Cc1ccccc1NC(=O)C(=O)N/N=C/c1cccc(Br)c1
→ -7.8	2.4	-10.2	-13.4	0.3	6.4	12.9	2.8[fluorescence artefact?]	-1.1
16. CSc1n[nH]c(=O)n1-c1cccc(Cl)c1
→ 11.5	-13.4	10.5	-15.7	-1.8	nt	4.4	4.7	2.8
17. COc1ccccc1CNC(=O)CCSCc1cccc(Cl)c1
→ -0.6	-8.4	-3.2	-34.6	0.2	0.3	6.9	0.5	1.6
18. N#CCC(=O)Nc1ccc(C(=O)OCC(=O)Nc2ccccc2-c2ccccc2)cc1
→ -63.8	3.2	-1.5	-19.1	1.6	-3.6	7.0	-0.2	3.4
19. CN1c2ccccc2C(=O)/C(=C\Nc2ccc(F)cc2)S1(=O)=O
→ -7.1	1.1	4.9	1.1	1.2	nt	2.7	0.2	2.0
20. O=C(CSc1nncs1)NCc1ccc2c(c1)OCO2
→ nt	-8.3	-13.2	1.1	3.8	-2.7	3.1	nt	-0.7
21. Cc1ccc(C)c(CSc2ncccc2C(=O)O)c1
→ 40.5	-13.5	1.0	-10.3	1.9	10.2	7.7	-0.6	2.4
22. Brc1cc2c(cc1COc1ccc(-c3nn[nH]n3)cc1)OCO2
→ -24.1	-5.2	9.2	-48.7	0.5	7.6	14.6	-0.7	2.0
23. COc1ccccc1N1CCN(C(CNS(C)(=O)=O)c2cccnc2)CC1 (stereo not given)
→ 11.3	-5.5	16.5	-11.5	-0.8	-1.3	6.7	-4.8	2.3
24. CC(C)CC(=O)NC(=S)Nc1ccc(Cl)cn1
→ 32.5	-5.8	-2.2	-1.5	-0.1	-1.2	6.7	15.4	1.0
25. CCn1c2ccc(CC(=O)O)cc2c2cc(CC(=O)O)ccc21
→ 26.7	6.7	-12.5	9.8	0.2	-8.4	2.1	0.2	0.1
26. COc1nn(CC(=O)N2N=C(C(F)F)CC2(O)C(F)F)cc1[N+](=O)[O-] (stereo not given)
→ 20.4	-13.1	-20.6	-7.0	1.7	-0.5	3.5	-1.8	-2.0
27. O=C(N/N=C\c1ccc(-c2ccc(Cl)c(Cl)c2)o1)C(=O)N1CCCC1
→ -24.1	-6.9	-21.2	-8.8	-0.7	-4.8	28.4	-45.2	0.6
28. COc1cc2c(cc1NC(=O)c1ccc3c(c1)OCO3)oc1ccccc12
→ 32.6	-1.1	-8.5	-46.6	-1.8	-7.1	6.1	0.5	2.9
29. CC(NC(=O)Cc1cccs1)c1ccc2c(c1)OCO2 (stereo not given)
→ 36.4	0.4	-0.8	-8.7	-2.3	2.5	7.0	-3.7	3.0
30. Cc1onc(-c2ccccc2)c1C(=O)N/N=C/c1cc(Br)c(Br)o1
→ 21.7	5.9	-11.4	11.2	0.2	2.2	18.5	-6.4	6.1

Every second line gives: EP2 mod	NPY-Y2 PAM-ag	S1P4 antag	NPY1 pot ag	S1P4 agonist	NPY Y1 blocker	PGE2 EP2 inh	eIF4E-4G inh	p97 ATPase inh
31. O=C(NC1CC1)c1ccc(CSCc2cccc(F)c2)o1
→ -3.8	-1.5	-30.9	7.5	1.5	-0.3	8.5	0.1	2.5
32. COc1ccc(OC)c(-n2c(CNC3CCN(Cc4ccccc4)CC3)nc3ccccc3c2=O)c1
→ -5.4	-1.1	4.7	-16.1	0.6	13.5	4.1	-3.5	-0.8
33. CS(=O)(=O)NN1C(=O)c2ccccc2NC1c1cccc2cccnc12 (stereo not given)
→ 5.1	-3.5	-14.6	-23.8	2.6	10.1	4.2	6.9	-2.6
34. Cc1cc(C)nc(NC(N)=NC(C)c2ccccc2)n1 (stereo not given)
→ -69.5	-14.0	-7.6	3.8	-1.1	11.2	10.3	-4.1	3.0
35. COc1ccccc1-c1cc(C(=O)N/N=C/c2sccc2C)c2ccccc2n1
→ 13.5	-7.3	-17.6	-40.9	-0.3	7.9	12.6	-3.5	5.7
36. CC(O)c1n(C)c(Cl)c[n+]1C (stereo not given)
→ -4.0	-17.2	6.0	11.4	2.2	-0.9	nt	-7.3[fluorescence artefact?]	-4.1
37. CC(C)(C)NC(=O)NC(=O)Cn1cc(C(F)(F)F)ccc1=O
→ 17.3	8.5	1.3	-5.7	-1.7	3.8	3.7	-0.4	1.0
38. CC(/C=N\NC(=O)c1cc(C)oc1C)=C\c1ccccc1
→ -48.7	3.9	-0.6	11.2	0.7	-8.9	5.5	8.1	-0.8
39. CCN(CC)C1CCN(C(=O)CCc2nnc(CCc3ccccc3)o2)C1 (stereo not given)
→ -11.4	-11.4	-7.1	1.9	-1.0	-3.1	4.8	-0.9	3.2
40. Fc1ccc(-c2nnc(CN3CCN(c4ncc(C(F)(F)F)cc4Cl)CC3)o2)cc1
→ -39.7	-11.2	-18.7	-19.7	1.8	1.2	11.6	1.9	2.8
41. CCOCC(=O)Nc1nnc(C2CCCCC2)s1
→ 19.2	-8.9	-25.8	-9.9	3.5	6.5	12.5	6.2[fluorescence artefact?]	-6.1
42. CCCn1c(SCC(=O)Nc2ccc(Cl)cc2)n[nH]c1=O
→ -24.4	7.9	-20.3	12.7	0.8	4.0	10.2	-4.2	2.8
43. O=C(NC1CC1)C1=COCCO1
→ 13.3	12.8	-8.2	24.5	3.0	3.9	2.0	-4.8[fluorescence artefact?]	4.6
44. COC(=O)c1[nH]c2ccc(C)cc2c1NC(=O)CN1CCN(Cc2ccccc2)CC1
→ -31.7	-2.4	-12.6	-15.7	1.3	7.9	13.3	4.1[fluorescence artefact?]	-3.1
45. CC(=O)Nc1ccc(NC(=O)CSc2nnc3ccc(-c4ccc(F)cc4)nn23)cc1
→ 10.9	-3.3	-8.4	2.1	-0.8	-3.5	5.7	-1.9	2.7
46. COc1cc2c(cc1OC)-c1cc(NC3CCCC3)nc(=O)n1CC2
→ -18.1	-33.8	-15.2	-45.2	0.8	-0.6	8.2	-1.6	-1.1
47. O=C(NCCCN1CCN(c2ccccc2F)CC1)Nc1ccccc1[N+](=O)[O-]
→ -20.9	-2.8	-0.3	3.3	-0.2	10.5	5.2	-3.9	-3.3
48. CCOC(=O)c1c(NC(=O)c2cccs2)sc2c1CC(C)(C)OC2
→ 31.6	-10.7	-1.2	-20.8	-0.8	7.8	18.6	5.5	1.2
49. O=S(=O)(c1ccc(F)cc1)N1CCC2(CC1)OCCO2
→ 16.7	17.2	-8.8	20.7	-1.6	0.0	6.2	0.0	6.5
50. O=C(CSc1nc2ccc(Cl)cc2[nH]1)NC1CCCc2ccccc21 (stereo not given)
→ -46.5	-7.4	-5.3	-4.8	0.2	0.9	9.1	3.2	0.1
51. CN1Cc2c(N3CCOCC3)nc(SCc3ccccc3)c(C#N)c2CC1(C)C
→ 16.9	-1.6	2.2	-5.0	1.5	1.3	2.7	-2.5	4.0
52. CC(C)C(NC(=O)CN(c1cccc(F)c1)S(C)(=O)=O)C(C)C
→ 6.1	-2.2	-22.5	2.0	-0.1	3.6	9.1	1.0[fluorescence artefact?]	-2.3
53. Fc1cccc(Cl)c1Cc1noc(/C=C/c2ccccc2)n1
→ -17.5	0.4	-16.4	4.9	-0.2	4.1	7.5	-0.2	1.4
54. CCCCC(Nc1ncnc2ccccc12)C(=O)O (stereo not given)
→ 41.2	5.6	0.8	13.1	3.7	0.7	1.0	-8.8	3.9
55. O=C(NC1=NCCS1)c1ccccc1OCc1ccc(F)cc1
→ 13.1	-0.2	6.8	-19.1	-2.5	0.1	3.6	2.4	-7.8
56. Cc1cc(C)nc(NS(=O)(=O)c2ccccc2)n1
→ 21.5	8.7	-0.7	-7.4	2.6	14.2	5.2	7.0	4.6
57. N#C/C(=C\c1ccccc1[N+](=O)[O-])C(=O)Nc1ccc(S(N)(=O)=O)cc1
→ -4.8	10.4	-11.4	6.4	1.6	nt	5.5	-1.4	1.1
58. Cc1ccc(OCc2nnc(SCc3nc4ccccc4[nH]3)n2Cc2ccco2)cc1
→ 10.8	1.2	-10.9	9.1	2.0	-2.6	13.1	3.9	-0.2

Reprinted at random: five compounds from above
Every second line gives: EP2 mod	NPY-Y2 PAM-ag	S1P4 antag	NPY1 pot ag	S1P4 agonist	NPY Y1 blocker	PGE2 EP2 inh	eIF4E-4G inh	p97 ATPase inh
39. CCN(CC)C1CCN(C(=O)CCc2nnc(CCc3ccccc3)o2)C1 (stereo not given)
→ -11.4	-11.4	-7.1	1.9	-1.0	-3.1	4.8	-0.9	3.2
55. O=C(NC1=NCCS1)c1ccccc1OCc1ccc(F)cc1
→ 13.1	-0.2	6.8	-19.1	-2.5	0.1	3.6	2.4	-7.8
10. O=C1NNC(c2ccccc2)=N/C1=C\c1ccccc1
→ 7.8	-24.6	4.4	-0.8	0.1	nt	11.2	10.8	9.4
36. CC(O)c1n(C)c(Cl)c[n+]1C (stereo not given)
→ -4.0	-17.2	6.0	11.4	2.2	-0.9	nt	-7.3[fluorescence artefact?]	-4.1
42. CCCn1c(SCC(=O)Nc2ccc(Cl)cc2)n[nH]c1=O
→ -24.4	7.9	-20.3	12.7	0.8	4.0	10.2	-4.2	2.8

Screening data from PubChem.

These rows are one share of the data; rates above refer to the full screens.
